EBI2 antag: EBI2 receptor antagonists, beta-arrestin recruitment, primary screen, cell-based, luminescence, 7a,25-OHC stimulation, uHTS; G-protein coupled receptor 183 (Homo sapiens), P32249; 7a,25-OHC stimulated; inhibition, % at 5 µM; hit rate 0.81% among 360,000; AID 651636, 2012; in the data active = inhibition above about 38%;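 note: enzyme fragment complementation signal reports receptor beta-arrestin coupling in cells; 0% = agonist plus DMSO wells and 100% = wells without agonist; some results beyond the cut were filed as inactive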
Target sequence (P32249 whole entry, looked up, the tested form may be a part): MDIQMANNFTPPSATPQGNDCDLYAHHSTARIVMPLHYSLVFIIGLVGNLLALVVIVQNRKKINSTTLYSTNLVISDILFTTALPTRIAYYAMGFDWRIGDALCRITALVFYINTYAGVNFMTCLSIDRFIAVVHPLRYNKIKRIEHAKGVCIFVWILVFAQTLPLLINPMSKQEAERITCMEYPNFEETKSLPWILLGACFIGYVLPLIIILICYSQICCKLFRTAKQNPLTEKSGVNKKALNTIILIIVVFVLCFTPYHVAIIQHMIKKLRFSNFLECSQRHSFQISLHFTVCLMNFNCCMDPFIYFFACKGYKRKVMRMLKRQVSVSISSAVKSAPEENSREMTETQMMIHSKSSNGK
UBC13 polyUb: UBC13 polyubiquitin chain formation inhibitors, primary screen, biochemical, TR-FRET, uHTS | Ubiquitin-conjugating enzyme E2 N (Homo sapiens), P61088 | inhibition, % at 20 µM | hit rate 0.47% among 330,000 | AID 485273, 2010; in the data active = inhibition above about 45%, passing the limit was not always enough; inconclusive = no clear call, values can overlap the other calls
Target sequence (P61088 whole entry, looked up): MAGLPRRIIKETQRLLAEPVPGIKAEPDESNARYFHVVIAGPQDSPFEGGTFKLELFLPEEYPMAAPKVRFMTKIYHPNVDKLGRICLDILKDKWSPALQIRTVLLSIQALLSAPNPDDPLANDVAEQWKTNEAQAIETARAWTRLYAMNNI
CXCR6 inh: CXCR6 receptor inhibitors, primary screen, cell-based, beta-arrestin, luminescence, CHO-K1 PathHunter, 1536-well; C-X-C chemokine receptor type 6 (Homo sapiens), O00574; inhibition, % at 20 µM; hit rate 0.36% among 360,000; AID 602244, 2012; in the data active = inhibition above about 34%, passing the limit was not always enough;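 note: antagonist mode with CXCL16 agonist at 10 nM final; 0% = 10 nM CXCL16 with DMSO and 100% = unstimulated wells without agonist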
APJ ag: agonists of human apelin receptor APJ, primary screen, CHO-K1 cells, PathHunter beta-arrestin, luminescence; P35414; 0% DMSO wells, 100% apelin; activation, % at 20 µM; hit rate 0.11% among 330,000; AID 2520, 2010;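 active = activation more than six SD over the plate average, tested at 20 µM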;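 note: 0% = DMSO alone and 100% = apelin-13 at 10 nM; some results filed as inactive read as strong as hits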
Target sequence (P35414 whole entry, looked up): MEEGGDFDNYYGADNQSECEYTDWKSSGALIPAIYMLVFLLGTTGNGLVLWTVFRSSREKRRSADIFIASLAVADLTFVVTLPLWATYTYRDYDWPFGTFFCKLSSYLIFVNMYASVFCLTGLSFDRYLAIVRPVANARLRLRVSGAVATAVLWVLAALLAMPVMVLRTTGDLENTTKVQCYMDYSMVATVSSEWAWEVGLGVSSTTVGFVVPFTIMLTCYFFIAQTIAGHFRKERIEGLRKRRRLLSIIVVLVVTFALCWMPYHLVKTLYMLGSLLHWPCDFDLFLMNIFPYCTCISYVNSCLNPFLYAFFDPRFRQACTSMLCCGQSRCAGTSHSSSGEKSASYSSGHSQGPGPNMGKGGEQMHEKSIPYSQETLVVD
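Assay system: CHO-K1 cells stably expressing ProLink-tagged human APJ and arrestin–beta-gal acceptor. Compound dosing: 20 µM single point, 1% DMSO. Times: 16-18 h seeding, 90 min dark compound exposure, 60 min detection. Detection: beta-gal luminescence. Evaluation: APJ–arrestin association signal. Controls: negative DMSO alone, positive Apelin-13 at 10 nM.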
APJ antag: antagonists of human apelin receptor APJ, primary screen, CHO-K1 cells, beta-arrestin complementation, luminescence. P35414. inhibition, % at 20 µM. hit rate 0.32% among 330,000. AID 2521, 2010;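 active = inhibition above about 40% at 20 µM, limit read from the data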;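 note: cells challenged with 10 nM apelin-13 agonist together with compound; plate controls were apelin-13 plus DMSO wells for no effect and DMSO wells lacking apelin-13 for full effect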
CCR6 antagonist: CCR6 receptor antagonists, primary screen, cell-based, CHO-K1, luminescence, beta-arrestin, uHTS. C-C chemokine receptor type 6 (Homo sapiens), P51684. inhibition, % at 20 µM. CHO-K1 CCR6 PathHunter beta-arrestin, CCL20-stimulated. hit rate 0.49% among 340,000;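 active = compounds whose inhibition of the agonist-driven luminescence signal at 20 µM reaches about 50%, limit read from the data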;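 note: cells stimulated with CCL20 at 14 nM final; plate controls were DMSO with CCL20 for no effect and DMSO without agonist for full effect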
Gli-Sufu antag: Gli-Sufu pathway antagonists, primary screen, luciferase luminescence, Sufu-KO-LIGHT cells, uHTS. Sufu-KO-LIGHT fibroblasts, Gli luciferase reporter luminescence. inhibition, % at 5 µM. hit rate 0.74% among 340,000. AID 588413, 2011;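 active = inhibition above about 55%, limit read from the data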;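 note: 0% = DMSO-treated cells and 100% = wells with medium but no cells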
ATG4B inhibitor: ATG4B protease inhibitors, primary screen, biochemical, fluorescence, uHTS; Cysteine protease ATG4B (Homo sapiens), Q9Y4P1; ATG4B cleavage of LC3-PLA2, NBD-HPC fluorescence, 1 h; inhibition, % at 8.33 µM; hit rate 0.51% among 340,000; AID 504462, 2011; in the data active = inhibition above about 40%
* marks the source's active call; other numbers are inactive results; ? = inconclusive; / = no result given.

SMILES | EBI2 antag | UBC13 polyUb | CXCR6 inh | APJ ag | APJ antag | CCR6 antagonist | Gli-Sufu antag | ATG4B inhibitor
CCc1nnc(NC(=O)c2cc(-c3ccncc3)nc3ccccc23)s1 | -11 | -11 | 47* | -1 | -13 | -3 | -5 | 0
CCSc1ccccc1C(=O)NCc1ccco1 | -2 | -12 | 1 | -1 | 0 | -3 | 9 | -16
O=C(c1cccc(Cl)c1)N1CCN(CCCc2ccccc2)CC1 | 1 | 6 | -9 | -5 | -4 | 2 | 2 | -6
CCCCCCC(C)NC(=S)Nc1cc(S(=O)(=O)N(C)C)ccc1C (configuration not stated) | 1 | -2 | 0 | 1 | 1 | 33 | 9 | -12
CCOC(=O)c1c(C)[nH]c(C)c1C(=O)COC(=O)CNC(=O)c1ccc(OCC)cc1 | 2 | 4 | -12 | 4 | -11 | 1 | -10 | -15
Cc1ccc(C(=O)N/C(=C/c2ccc(C(C)C)cc2)C(=O)NCCCN2CCOCC2)cc1 | -9 | 13 | 8 | 0 | -7 | 14 | 7 | -7
O=C(COc1ccccc1)N1CCN=C1SCc1ccccc1F | 3 | 10 | 7 | 0 | -20 | 4 | -8 | -6
O=S(=O)(c1ccccc1)N1CCCC1c1cccs1 (configuration not stated) | 16 | -2 | 4 | -6 | 22 | 6 | 8 | -7
Cc1ccc(-n2ccc(=O)c(C(=O)Nc3ccc(S(=O)(=O)Nc4nccs4)cc3)n2)cc1 | 3 | -20 | -10 | 6 | -7 | 11 | -8 | -4
CN(Cc1ccc(Cl)cc1Cl)C(=O)c1cccc(S(=O)(=O)N2CCN(c3ccccc3)CC2)c1 | 16 | -3 | -3 | 1 | 6 | 6 | 29 | -6
COC(=O)C1C(O)C(C)C(O)C(C)(O)/C=C\C=C(/C)C(=O)Nc2c(C)c(OC(C)=O)c3c(c2O)C(=O)C(C)=C2OCOC(=C23)/C(C)=C/C(C)(O)C(O)C(C)C1O (configuration not stated) | -5 | -25 | -11 | 5 | -22 | -1 | 6 | -6
CCN(C(=O)CC(C)C)c1nnc(Cn2nnc3ccccc32)s1 | 2 | -3 | 6 | -1 | 14 | 1 | 24 | -1
CN(CC(=O)Nn1cnnc1)S(=O)(=O)c1ccc(Br)cc1 | 2 | 4 | -12 | -3 | -8 | -12 | 0 | 10
O=C(NC(=S)Nc1ccccc1N1CCCCC1)c1cccs1 | -2 | 11 | 12 | -3 | 24 | 40 | -7 | 12
Cc1occc1C(=O)Nc1cccc(/C=C/C(=O)O)c1 | -3 | -1 | -2 | -5 | 9 | -10 | / | 3
COc1ccc(C2CC(c3ccncc3)=NN2c2ccc(S(N)(=O)=O)cc2)cc1 (configuration not stated) | 6 | / | -16 | / | / | 34 | -80 | -2
CCOc1ccc(-c2nc(C#N)c(NCC(C)C)o2)cc1 | -3 | 16 | -2 | -3 | 14 | 0 | 9 | -1
CCCSCCCNC(=O)Cn1cc2c(n1)CCCCC2 | 2 | 2 | 1 | -3 | -28 | 6 | -1 | 5
Cc1ccc(OCC(=O)Nc2cccc(S(=O)(=O)NC3=NCCCCC3)c2)cc1C | -2 | -7 | -3 | 6 | -4 | 14 | 7 | 1
COc1cccc(-n2c(=O)n(Cc3ccccc3)c(=O)c3[nH]cnc32)c1 | 1 | 2 | 34 | -7 | 34 | 44 | -8 | -3
CC(C(=O)O)N1C(=O)c2ccccc2C1=O (configuration not stated) | -9 | 1 | 3 | -1 | -13 | 0 | 8 | -11
N#Cc1c(-c2ccccc2)nc(-c2ccccc2)nc1N1CCOCC1 | 11 | 17 | -14 | -2 | -1 | -12 | 11 | -6
CCN1CCN(c2ccc(NC(=O)CCc3c(C)nc4c(-c5ccc(F)cc5)c(C)nn4c3C)cc2)CC1 | 10 | 29 | -2 | 4 | 12 | 5 | 32 | -9
CCc1cc2ccccc2nc1SCC(=O)NC1CCCC1 | -10 | ? | 4 | 0 | 9 | 24 | -27 | -2
O=C(NCCC1=CCCCC1)C1CCN(Cc2cnn(-c3ccccc3)c2-n2cccc2)CC1 | 7 | 16 | 6 | -4 | -17 | 22 | 8 | 2
CCOC(=O)N1C(=O)C2(CCCCC2)N(c2ccccc2Cl)C1=S | 3 | 1 | 1 | 1 | 3 | 7 | 11 | 17
Cc1c(Cl)ccc2c(C(=O)NCCCn3nccc3C)cc(-c3ccccn3)nc12 | -1 | -2 | 5 | -7 | 5 | 11 | 13 | 1
CC(=O)NCC1CCCN(Cc2cn(-c3ccccc3)nc2-c2ccc3c(c2)OCO3)C1 (configuration not stated) | 5 | 0 | -6 | -4 | -23 | 3 | 7 | -2
COc1ccc2c(c1)c(=O)oc1cc(OCC(=O)NC3CCCCC3)ccc12 | 35 | 11 | -4 | 1 | -5 | 12 | 7 | -1
O=C(c1ccc(Cl)cc1)c1ccc(Oc2cc(NN3CCCCC3)c([N+](=O)[O-])cc2[N+](=O)[O-])cc1 | 0 | -26 | -1 | 2 | -4 | -1 | 12 | -1
O=C(COc1coc(CN2CCc3ccccc32)cc1=O)N1CCCCC1 | -12 | -4 | 7 | -2 | -15 | 6 | 7 | -1
Cc1ccccc1NC(=S)N1CCN(c2ccccc2Cl)CC1 | 10 | 4 | -2 | 1 | 1 | 16 | -10 | 9
Cc1nn(Cc2ccccc2)c(Cl)c1/C=N/NC(=O)c1cccnc1 | -1 | 1 | 2 | -4 | 4 | 2 | 9 | 0
O=C(NCc1cccnc1)Nc1ccc(F)cc1F | -1 | -2 | -6 | 8 | -13 | -2 | -4 | -8
CC(=O)c1ccccc1NC(=O)COC(=O)/C=C/c1ccc(C)o1 | 7 | 6 | 4 | -4 | -3 | 9 | 1 | 2
Cc1[nH]c(SCC(=O)c2c(N)n(C)c(=O)n(C)c2=O)nc1Cc1ccccc1 | 10 | -2 | 7 | 1 | 9 | 10 | 4 | -18
COc1cccc(C(=O)O/N=C(\N)c2ccncc2)c1 | -8 | 4 | -7 | 8 | -95 | -24 | -18 | 6
O=C(Nc1ccc(F)cc1)C1CCCN1S(=O)(=O)c1ccc(Br)cc1 (configuration not stated) | 0 | 10 | -5 | -3 | 6 | 9 | -22 | 6
COc1cc(-c2nnc(SCc3c(F)cccc3Cl)o2)cc(OC)c1OC | 42* | 9 | -2 | -2 | 2 | 8 | 20 | 42*
O=C(Oc1ccc(/C=N/Nc2nc(N3CCCCC3)nc(N3CCCCC3)n2)cc1)c1ccco1 | -8 | -22 | -9 | 1 | 2 | 5 | -4 | -6
COC(=O)/C=C1/SC(=Nc2ccc(C)cc2C)NC1=O | 72* | -11 | 3 | -2 | 20 | 9 | 3 | -4
CN(c1ccccc1)S(=O)(=O)c1ccc(C(=O)NCc2ccc(F)cc2)cc1 | 14 | 12 | 3 | -4 | -4 | 19 | 9 | -4
CC(C)(C)n1nc2c(c1NC(=O)c1cccc(C(F)(F)F)c1)CS(=O)C2 (configuration not stated) | -9 | 0 | -6 | 8 | 2 | -2 | 14 | -2
O=C(NC1CCN(Cc2ccccc2)CC1)c1ccc2c(c1)[nH]c(=O)n2Cc1ccc(F)cc1 | 20 | 12 | -4 | -2 | 5 | 30 | 53 | -13
CC(C)OC(=O)C1C2C=CC3(CN(C(C)c4ccc(Br)cc4)C(=O)C13)O2 (configuration not stated) | -2 | 4 | 4 | -3 | 17 | 2 | 3 | -10
CN1CCN(C(=O)c2ccc(N(Cc3ccccc3Cl)S(C)(=O)=O)cc2)CC1 | -3 | -1 | 1 | 0 | 0 | -14 | -5 | 3
O=C(Cc1ccc(Cl)cc1)Nc1ncccn1 | -3 | 1 | 9 | -3 | -10 | 2 | -5 | 0
CCc1ccc(NC(=S)N2CCNC(=O)C2CC(=O)OC)cc1 (configuration not stated) | 9 | -8 | -3 | -4 | 15 | -11 | -19 | -9
O=C(NCc1ccc(F)cc1)c1ccc(CS(=O)(=O)Cc2ccc(F)cc2)o1 | 1 | -2 | -6 | 0 | -6 | 4 | 0 | -7
COc1ccc(/C(C)=N/Nc2ccccc2Cl)c(O)c1 | 1 | 2 | -3 | -1 | -3 | 11 | 7 | 14
O=C(CCN1CCN(c2ccccc2)CC1)N/N=C/c1ccc([N+](=O)[O-])o1 | -6 | -13 | -11 | 6 | -13 | -2 | -5 | -7
Cc1cc(S(=O)(=O)N2CCCOC2CNC(=O)C(=O)NCc2cccs2)ccc1F (configuration not stated) | -3 | 3 | 0 | -2 | 3 | 20 | -15 | -7
Cc1cc(-c2ccccc2)nc(SCC(=O)c2cccc([N+](=O)[O-])c2)n1 | -32 | 3 | 5 | 2 | -10 | 0 | 2 | -1
O=C(NNS(=O)(=O)c1ccccc1)c1sccc1-n1cccc1 | -2 | 6 | -7 | 7 | -26 | 5 | 7 | -5
CCC(C)c1c(NS(=O)(=O)c2ccc(C)cc2)o[nH]c1=O (configuration not stated) | 0 | / | -1 | / | / | 10 | 1 | -7
COC(=O)Cn1cnc2c(cnn2-c2ccccc2)c1=O | 3 | 2 | -7 | -3 | 9 | 7 | -13 | -2
CC(C)(C)c1ccc2c(c1)OC(C(=O)N/N=C\c1ccc[nH]1)CO2 (configuration not stated) | 5 | -15 | -1 | -3 | 6 | 11 | 90* | 23
CC(=O)C1=NN(c2ccccc2)C2(S1)S/C(=C\c1ccccc1)C(=O)N2c1ccccc1 (configuration not stated) | 6 | -21 | 0 | -4 | 15 | -4 | 4 | -12
CC(C)c1ccc(NC(=O)C2=CC=CN3CCS(=O)(=O)N=C23)cc1 | 10 | -4 | 4 | -6 | 16 | -7 | -12 | -4
C=CCn1c(SCC(=O)Nc2ccc(F)cc2F)nc2c([nH]c3ccccc32)c1=O | -3 | -7 | 4 | -6 | 7 | 9 | 0 | 2

Following part:
SMILES | EBI2 antag | UBC13 polyUb | CXCR6 inh | APJ ag | APJ antag | CCR6 antagonist | Gli-Sufu antag | ATG4B inhibitor
N#CCNC(=O)c1nn2c(C(F)(F)F)cc(-c3ccccc3)nc2c1Br | -5 | 11 | -10 | 1 | -1 | 12 | 14 | 0
CCOc1ccc(/C=C\C(C)=N\O)cc1 | -3 | 7 | -1 | 5 | 13 | -2 | -66 | -9
CCCC(C(=O)n1nc(C)cc1C)C(NS(=O)(=O)c1ccc(C)cc1)c1ccccc1 (configuration not stated) | 9 | 6 | 10 | -2 | 20 | 15 | 10 | 4
Cc1ncc(CSc2nccc(=O)[nH]2)c(CO)c1O | 3 | 4 | 9 | 0 | 11 | -3 | -3 | -5
Cc1ccc(N(CC(=O)NCC2CCCO2)S(=O)(=O)c2ccccc2)c(C)c1 (configuration not stated) | -28 | 2 | 8 | 1 | 16 | 2 | -2 | 0

As a short view, two of the compounds above.
SMILES | EBI2 antag | UBC13 polyUb | CXCR6 inh | APJ ag | APJ antag | CCR6 antagonist | Gli-Sufu antag | ATG4B inhibitor
CCCC(C(=O)n1nc(C)cc1C)C(NS(=O)(=O)c1ccc(C)cc1)c1ccccc1 (configuration not stated) | 9 | 6 | 10 | -2 | 20 | 15 | 10 | 4
Cc1ncc(CSc2nccc(=O)[nH]2)c(CO)c1O | 3 | 4 | 9 | 0 | 11 | -3 | -3 | -5

Source: PubChem
